High-throughput results (PubChem BioAssay)
EBV LMP1 NFkB = inhibitors of Epstein-Barr LMP1-induced NF-kappaB reporter. LMP1-induced NF-kappaB luciferase reporter cells, luminescence. hit rate 0.69% among 350,000. inhibition, % at 12.5 µM; in the data active = inhibition above about 41%;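 note: 0% = neutral control wells and 100% = reference inhibitor control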
CF NFkB inh = blocks PAF-induced NF-kB reporter in cystic fibrosis cells; hit rate 0.86% among 360,000; inhibition, % at 5 µM; KKLEB NF-kB-GFP reporter, GFP fluorescence overnight;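 active = at least 50% inhibition at 5 µM, scaled per plate between neutral and stimulator controls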;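 note: PAF is a Pseudomonas aeruginosa culture filtrate used as stimulus; plate controls were PAF-stimulated DMSO wells for no effect and unstimulated DMSO wells for full effect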
iPSC survival up = hiPSC single-cell survival enhancement. ATPlite luminescence; 100% = ROCK inhibitor wells, 0% = DMSO. survival enhancement, % at 20 µM. hit rate 0.044% among 360,000; in the data active = survival enhancement above about 18%;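 note: cells exposed to compounds for 16 hours before the ATP read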
NR2E3 ag-1 = agonists of human nuclear receptor NR2E3; GST-NR2E3/biotin-RetCOR TR-FRET, 1536-well; inhibition of corepressor binding, % at 4.78 µM; hit rate 0.12% among 320,000; AID 2300;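 active = percent inhibition above the cutoff of mean plus 3 SD of all tested compounds, set per screening campaign, cut at about 20% in these data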;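 note: 0% = DMSO wells and 100% = biotin wells as full block of FRET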
Target sequence (Q9Y5X4 whole entry, looked up): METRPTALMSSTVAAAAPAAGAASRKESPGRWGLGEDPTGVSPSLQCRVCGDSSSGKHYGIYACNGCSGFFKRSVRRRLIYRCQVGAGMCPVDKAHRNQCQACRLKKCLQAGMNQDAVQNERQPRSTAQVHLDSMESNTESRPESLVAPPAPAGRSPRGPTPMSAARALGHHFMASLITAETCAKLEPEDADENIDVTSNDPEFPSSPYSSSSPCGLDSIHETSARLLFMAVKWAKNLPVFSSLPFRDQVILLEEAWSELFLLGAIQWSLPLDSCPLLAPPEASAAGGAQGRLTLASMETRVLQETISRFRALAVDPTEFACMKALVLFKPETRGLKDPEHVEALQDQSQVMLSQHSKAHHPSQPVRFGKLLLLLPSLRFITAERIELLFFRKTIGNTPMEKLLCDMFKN
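System: GST-NR2E3 and biotin-RetCOR proteins; probe or stimulus: 7 nM biotin-RetCOR; doses: compound at 4.8 µM, single dose; schedule: Compound–protein incubation for 5 h at 4 °C; detection: time-resolved FRET; read-out: percent inhibition; controls: biotin wells as high control, 0.6% DMSO wells as low control; format: 1536-well plates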
Peg3 promoter = Peg3 promoter activity inhibition; HeLa PEG-Prom luciferase reporter, luminescence, overnight; inhibition, % at 20 µM; hit rate 1.7% among 360,000;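 active = inhibition of at least 50% at 20 µM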
KKLEB tox = counter-screen for CF NF-kB inhibitors: cytotoxicity. activity change (cytotoxicity), % at 5 µM. hit rate 0.36% among 360,000. KKLEB CF airway cells viability, ATPlite luminescence, overnight; active compounds read low; cells stimulated with P. aeruginosa culture filtrate. AID 602141;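 active = corrected activity change at or below -50% at 5 µM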
NR2E3 ag-2 = human photoreceptor-specific nuclear receptor agonism; CHO-S Gal4-NCOR/VP16-NR2E3 two-hybrid, luciferase; inhibition of corepressor binding, % at 3.98 µM; hit rate 0.35% among 360,000; AID 602229;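 active = inhibition above the mean of all tested compounds plus 3 SD, cut at about 70% in these data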;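 note: 0% = DMSO with NR2E3 transfected cells and 100% = cells lacking NR2E3 construct; higher means lower luciferase signal from less NR2E3 corepressor binding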
Shn3 inh set2 = reduces Shn3 3'UTR luciferase signal in osteoblasts. Clone20 osteoblast Shn3 3'UTR firefly luciferase, 24 h. inhibition, % at 12.5 µM. hit rate 0.52% among 360,000. AID 588674;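 active = mean inhibition of at least 75% with every replicate also reaching 75%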;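 note: 0% = median of neutral control wells and 100% = pilot-screen positive control compound; some compounds past the cut are filed as inactive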
HIF-2a inh = blocks HIF-2a reporter activity; inhibition, % at 18.8 µM; hit rate 0.72% among 360,000; 786-0 RCC cells HIF-2a reporter, luciferase luminescence, overnight;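 active = inhibition of the luminescence signal of 40% or more relative to plate controls, in a single-dose primary screen at 18.75 µM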
TRAIL sens C8 = sensitizes caspase-8 expressing cells to TRAIL; NB7+C8 cells + TRAIL, ATPlite viability luminescence; hit rate 1% among 360,000; inhibition (viability loss, TRAIL sensitization), % at 10 µM; AID 624354;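 active = compounds causing at least 50% loss of cell viability in the single-dose screen, relative to plate controls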
MITF TRPM1 inh = reduces MITF-dependent TRPM1 promoter luciferase signal; AID 488899; hit rate 0.83% among 330,000; SK-MEL-5 TRPM1 promoter luciferase, 24 h; inhibition, % at 12.5 µM;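 active = mean inhibition across replicates of 60% or more, whatever share of single replicates reaches that level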; note: values of inactives mirror those of a sister screen read the other way
Starred values were filed as active, the others as inactive; / = not tested or not shown. An excerpt (hit frequency here may not be typical).

SMILES	EBV LMP1 NFkB	CF NFkB inh	iPSC survival up	NR2E3 ag-1	Peg3 promoter	KKLEB tox	NR2E3 ag-2	Shn3 inh set2	HIF-2a inh	TRAIL sens C8	MITF TRPM1 inh
O=C(Nc1nnc(CCc2ccccc2)s1)c1ccccc1F	3	-8	-0.3	3	-118	6	-51	7	-182	-1	-1
COCc1cc(=O)n2[nH]cc(-c3ccccc3)c2n1	-6	3	-0.6	1	-44	-8	-28	-10	-29	11	-9
O=C(NCc1cccc2[nH]ccc12)C1CCC(=O)N(CCc2ccc(Cl)cc2)C1 (stereo unspecified)	0	-26	0.1	4	15	1	-4	12	9	6	8
O=C(CN(Cc1ccc(F)cc1)C(=O)CCC(=O)Nc1nccs1)NCC1CCCO1 (stereo unspecified)	5	-2	-0.4	-1	13	-1	0	1	17	5	-4
Cc1cc(/C=C2/NC(=O)N(c3ccccc3)C2=O)c(C)n1-c1cccnc1	-31	-17	-0.3	3	-260	16	-57	-60	-324	12	-53
FC(F)(F)c1ccc(-c2cccc3c2C2CC3CCN2)cc1 (stereo unspecified)	4	8	1.1	/	-26	0	19	15	-4	1	3
CC(C)(C)SCCNC(=O)CN(c1ccccc1)S(=O)(=O)c1ccccc1	3	-1	2.1	1	10	-7	-14	-20	12	1	7
Cc1ccc(S(=O)(=O)N(C)C)cc1NC(=O)COC(=O)C1(c2ccccc2)CC1	7	17	-0.1	3	12	-12	-17	11	6	4	-2
O=C(O)Cc1csc2ccccc12	5	-3	8.7	0	14	1	-26	4	-1	13	-1
COc1cc(C(=O)NCC(=O)N/N=C/c2ccccn2)cc(OC)c1OC	-13	11	-0.5	3	-3	-15	-15	-32	8	-7	11
Cc1ccc(-c2noc(COc3ccccc3C)n2)cc1	-8	-9	1.5	3	-220	1	-28	-47	-327	7	-43
Cc1ccc(/C=N/NC(=O)c2n[nH]c3c2CCCC3)cc1	/	49	-0.8	-2	-240	-11	-45	-54	-217	17	/
CCOc1ccccc1NS(=O)(=O)c1cccs1	-2	1	3.0	0	5	7	5	1	7	2	-3
COc1ccc(C(=O)NC(=S)NNC(=O)c2cnccn2)cc1OC	2	21	0.1	-3	49	-10	-25	76	19	16	6
COc1ccc(-c2ccc(=O)n(Cc3cc(=O)n4ccccc4n3)n2)cc1	35	27	2.0	7	19	-19	-4	10	12	-4	-3
Cc1c(/C=N/n2cnnc2)c2ccccc2n1CCOc1ccccc1	2	-7	1.2	-3	16	-6	9	-10	6	7	18
Cc1cccc(-n2c(C)nc3cc(C(=O)NCC4CCCO4)ccc32)c1 (stereo unspecified)	0	30	0.9	-2	14	-3	-3	-4	6	-27	-1
CCc1c(C)nc2ncnn2c1Nc1ccccc1C	5	-16	1.4	/	26	4	10	27	22	-1	14
CC(C)CCNC(=O)CSc1nc2ccccc2s1	-3	-10	-0.7	-2	6	3	10	1	-1	-7	5
Cc1ccc(NC(=O)C2CC(=O)n3c(nc4ccccc43)N2)cc1 (stereo unspecified)	0	4	-1.6	-1	19	0	-6	8	5	9	0
CC(C)NC(=S)Nc1ccc2nc3n(c(=O)c2c1)CCCCC3	-2	7	0.2	-3	7	8	-22	1	-12	-8	-10
COc1ccc(CCn2c(C(C)C)nc3oc4ccccc4c(=O)c3c2=O)cc1	6	0	0.2	-2	9	-8	13	21	4	-24	3
CC1(C)CCC/C(=C\c2ccccc2)C1=O	2	4	0.3	1	17	-5	-7	14	10	3	0
Cc1nn(CC(=O)Nc2ccc3nc4n(c(=O)c3c2)CCCC4)c(C)c1[N+](=O)[O-]	7	9	0.2	1	-1	5	-20	-22	-1	5	13
CCCCN(Cc1cccs1)S(=O)(=O)c1ccc(-c2ccc(=O)[nH]n2)s1	-2	-7	-0.4	1	20	7	0	12	9	-14	-15

Complete entries as entered above.
Record of O=C(CN(Cc1ccc(F)cc1)C(=O)CCC(=O)Nc1nccs1)NCC1CCCO1 (stereo unspecified) → EBV LMP1 NFkB: 5; CF NFkB inh: -2; iPSC survival up: -0.4; NR2E3 ag-1: -1; Peg3 promoter: 13; KKLEB tox: -1; NR2E3 ag-2: 0; Shn3 inh set2: 1; HIF-2a inh: 17; TRAIL sens C8: 5; MITF TRPM1 inh: -4
Record of CCOc1ccccc1NS(=O)(=O)c1cccs1 → EBV LMP1 NFkB: -2; CF NFkB inh: 1; iPSC survival up: 3.0; NR2E3 ag-1: 0; Peg3 promoter: 5; KKLEB tox: 7; NR2E3 ag-2: 5; Shn3 inh set2: 1; HIF-2a inh: 7; TRAIL sens C8: 2; MITF TRPM1 inh: -3

Shown with values under each structure: two of the compounds above.
Sequence of screens: EBV LMP1 NFkB | CF NFkB inh | iPSC survival up | NR2E3 ag-1 | Peg3 promoter | KKLEB tox | NR2E3 ag-2 | Shn3 inh set2 | HIF-2a inh | TRAIL sens C8 | MITF TRPM1 inh
CC(C)CCNC(=O)CSc1nc2ccccc2s1
  -3 | -10 | -0.7 | -2 | 6 | 3 | 10 | 1 | -1 | -7 | 5
Cc1ccc(NC(=O)C2CC(=O)n3c(nc4ccccc43)N2)cc1 (stereo unspecified)
  0 | 4 | -1.6 | -1 | 19 | 0 | -6 | 8 | 5 | 9 | 0

Continued:
SMILES	EBV LMP1 NFkB	CF NFkB inh	iPSC survival up	NR2E3 ag-1	Peg3 promoter	KKLEB tox	NR2E3 ag-2	Shn3 inh set2	HIF-2a inh	TRAIL sens C8	MITF TRPM1 inh
O=C(CCNS(=O)(=O)c1ccccc1C(F)(F)F)NNC(=O)C1COc2ccccc2O1 (stereo unspecified)	-1	14	1.5	0	15	8	-5	-20	13	-7	0
CCOC(=O)CSc1nc2c(c(=O)n1-c1ccc(OC)cc1)SCC2	-3	-1	-0.8	2	0	2	-46	-7	4	18	-1
CC(C)OC(=O)/C(=C\c1cccc2ccccc12)NC(=O)c1ccccc1	-12	-5	-1.0	3	-10	16	-22	9	-18	7	6
Cc1ccc2nc(SCC(=O)NCc3ccccc3)nc(=O)n2c1	1	4	-0.5	-1	-7	-9	-11	-13	7	-3	-4
CC1(C)CC(=O)c2ccc(O)cc2O1	6	-18	-2.4	3	11	22	-14	9	3	-1	-1
Cc1ccc(S(=O)(=O)N2CCCCC2)cc1NC(=O)Cn1ccsc1=N	0	-8	-0.4	-2	-5	9	11	4	11	-16	1
Cc1ccccc1NS(=O)(=O)CCCCC(Cl)(Cl)Cl	-8	12	0.4	3	4	-1	-12	12	13	-6	2
O=C(COc1ccc(Br)cc1)Nc1ccc(S(=O)(=O)Nc2ccccn2)cc1	0	-26	-0.2	-1	18	6	-4	2	23	-20	3
COc1ccc(NS(=O)(=O)c2ccc(NC(=S)NC(=O)c3ccc(F)cc3)cc2)nn1	-9	7	-1.8	2	18	-14	-21	-17	20	-2	2
COc1ccccc1C(=O)NNC(=O)c1cccc(C)c1	-10	-19	-0.5	3	-142	10	-67	-66	-205	-12	-25
C=CCNC(=S)NNC(=O)c1cccn(Cc2ccc(Cl)cc2)c1=O	13	-3	1.5	1	12	6	8	1	17	13	6
Cc1ccc2cc3c(nc2c1)N(c1ccccc1)CC3	-18	-25	1.3	-1	-18	6	7	-4	-47	2	18
Cc1cc(C(=O)Nc2cccc3ccccc23)c(C)o1	-3	3	0.0	-3	-46	1	-30	-10	-76	-1	-17
CSc1ccccc1C(=O)OCC(=O)N1CCN(C(C)=O)CC1	2	-18	-3.8	-1	-4	14	-15	-2	3	0	-2
Cc1ccc(S(=O)(=O)N2CCCCC2)cc1NS(=O)(=O)c1ccc(Cl)c(C(=O)O)c1	-6	10	-0.1	/	-1	6	-9	-12	12	-5	11
Cc1cccc(-n2cc(CN3CCN(C(=O)c4ncn[nH]4)CC3)c(-c3cccc(F)c3)n2)c1	-1	9	0.2	1	-34	4	6	-4	-23	8	9
Cc1ccc(C2C(C(=O)c3sc(C)nc3C)=C(O)C(=O)N2CCN(C)C)o1 (stereo unspecified)	8	6	-0.3	1	6	7	-13	5	-3	-4	2
CC(C)c1cc(CN2CCN(C3CCCC3)C(CCO)C2)[nH]n1 (stereo unspecified)	9	-24	0.1	2	-1	2	6	-9	14	-14	-3
C=C(C)Cn1cnc2c(oc3nc4c(cc32)CCCC4)c1=O	-23	-7	-0.5	0	-238	-8	-68	-73	-325	1	-56
O=[N+]([O-])c1ccc(CSc2ccccn2)cc1	-6	-14	0.1	-1	-109	-12	-35	-22	-127	12	-27
CN1CC(=O)N2Cc3[nH]c4ccccc4c3C[C@H]2C1=O	3	17	-0.2	-1	5	-4	-3	5	1	-2	3
Cc1ccc(S(N)(=O)=O)c(C)c1N1CCCC1=O	4	20	1.3	2	-18	-4	-3	-3	5	-5	1
NS(=O)(=O)c1ccc(CCNC(=O)Cc2cccs2)cc1	-1	-21	-0.5	-2	11	-7	13	-11	9	14	6
NS(=O)(=O)c1ccc(CNC(=O)c2ccccc2SCC(=O)N2CCCC2)cc1	-4	12	0.0	2	3	7	8	-16	9	0	-12
O=C(Cc1ccccc1)Nc1nonc1NC(=O)c1ccccc1	11	2	-2.4	2	23	-2	-30	38	13	-1	-9
CC(=O)Nc1ccc(NC(=O)c2ccc(-c3c(C)noc3C)c3ccoc23)cc1	/	-42	-0.5	/	-59	-12	-10	5	-153	-16	/
COc1ccc(S(=O)(=O)N2CCC(Cc3ccccc3)CC2)cc1NC(C)=O	8	11	-0.7	0	18	5	-3	-4	-1	-13	1
COc1ccccc1NC(=O)N1CCCC1C(=O)Nc1ccc2c(c1)OCCO2 (stereo unspecified)	7	3	-0.6	1	-3	2	-20	2	-4	-5	-7

A draw from above in order of molecular weight, falling:
SMILES	EBV LMP1 NFkB	CF NFkB inh	iPSC survival up	NR2E3 ag-1	Peg3 promoter	KKLEB tox	NR2E3 ag-2	Shn3 inh set2	HIF-2a inh	TRAIL sens C8	MITF TRPM1 inh
O=C(CCNS(=O)(=O)c1ccccc1C(F)(F)F)NNC(=O)C1COc2ccccc2O1 (stereo unspecified)	-1	14	1.5	0	15	8	-5	-20	13	-7	0
C=CCNC(=S)NNC(=O)c1cccn(Cc2ccc(Cl)cc2)c1=O	13	-3	1.5	1	12	6	8	1	17	13	6
Cc1ccccc1NS(=O)(=O)CCCCC(Cl)(Cl)Cl	-8	12	0.4	3	4	-1	-12	12	13	-6	2
CSc1ccccc1C(=O)OCC(=O)N1CCN(C(C)=O)CC1	2	-18	-3.8	-1	-4	14	-15	-2	3	0	-2

Taken from above.
Result for C=C(C)Cn1cnc2c(oc3nc4c(cc32)CCCC4)c1=O in HIF-2a inh: -325
Result for O=C(Cc1ccccc1)Nc1nonc1NC(=O)c1ccccc1 in NR2E3 ag-1: 2
Result for O=C(COc1ccc(Br)cc1)Nc1ccc(S(=O)(=O)Nc2ccccn2)cc1 in CF NFkB inh: -26
